Screening results (PubChem)
KCNH2 3.1 block = KCNH2 3.1 (human) potassium channel inhibition. U2OS KCNH2 3.1, thallium flux FluxOr; active compounds read low. activity change, % (tested at about 1.8 µM). hit rate 0.95% among 340,000;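 active = maximum activity change below -70%; inconclusive = maximum activity change from -70% to -50%; inactive = maximum activity change above -50%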;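 note: thallium influx rate constant from kinetic fluorescence after stimulation buffer; % is set by controls: 0 for no effect and ±100 for the full control effect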
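Measured as rate of thallium-driven FluxOr signal in transduced U2OS cells carrying the 3.1 channel, read kinetically for 2 min upon stimulation; values are rate constants scaled to DMSO control wells.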
Giardia kill = Giardia lamblia killing; activity change, % at 7.66 µM, hits read low; hit rate 0.15% among 340,000; AID 540267; Giardia lamblia trophozoite viability; in the data active = activity change below about -80%; inconclusive = between about -30% and that limit;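 note: parasites exposed to compound for two days anaerobically before the ATP read; % is set by controls: 0 for no effect and ±100 for the full control effect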
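Viability, read as ATP luminescence: trophozoites at 100 cells/well, compound added, 48 hrs anaerobic at 37 deg C, then 15-30 min room-temperature development before reading.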
USP2a block = blocks human ubiquitin-specific protease USP2a; O75604; USP2 core, Ub-CHOP2 coupled fluorogenic reporter, 485/531; Potency, µM (doses to about 38.3 µM), for inactives: top-dose activity change, negative = inhibition, hits mostly inhibitors; hit rate 0.01% among 330,000; AID 463254;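 note: potency is the fitted concentration of half-maximal effect; plate controls were DMSO wells for no effect and full inhibition by NEM control for full effect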
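Cell-free coupled assay: 10nM USP2 core preincubated 30min RT with compound in Tris-HCl pH 8.0/CaCl2/CHAPS buffer, then 25nM Ub-CHOP2 and 25nM reporter substrate; fluorescence (Ex 485/Em 531) read after 60min RT, normalized to NEM inhibition, concentration-response curves fitted.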
B2AR arrestin = recruits beta-arrestin to the human beta2-adrenergic receptor; beta-arrestin recruitment to beta2AR, cell-based reporter; AID 492947; P07550; Potency, µM (series often up to 46.1 µM), for inactives: top-dose activation, actives largely listed as activators; hit rate 0.02% among 330,000;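 note: potency is the fitted concentration of half-maximal effect; 0% = DMSO controls and full agonism = EC100 isoproterenol or metaproterenol; nearly all actives have a fitted effect of over 65% in size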
Target sequence (P07550 whole entry, looked up): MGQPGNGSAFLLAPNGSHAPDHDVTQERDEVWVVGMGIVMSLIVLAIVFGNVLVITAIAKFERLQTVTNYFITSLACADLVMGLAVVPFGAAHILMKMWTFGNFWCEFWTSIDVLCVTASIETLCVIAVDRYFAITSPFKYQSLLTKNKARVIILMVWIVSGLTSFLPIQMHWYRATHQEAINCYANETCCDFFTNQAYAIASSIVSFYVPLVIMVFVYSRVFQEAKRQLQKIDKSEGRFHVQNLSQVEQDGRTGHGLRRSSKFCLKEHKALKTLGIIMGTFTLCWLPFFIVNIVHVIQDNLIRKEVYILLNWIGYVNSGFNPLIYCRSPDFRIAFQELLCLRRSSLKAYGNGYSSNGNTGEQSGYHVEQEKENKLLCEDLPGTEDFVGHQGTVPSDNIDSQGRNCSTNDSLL
FBPA coupling cs = inhibits coupling enzyme system, counter-screen for aldolase hits. coupling enzyme system counterscreen, AmpLite Red fluorescence. activity change, negative = inhibition, % at 58.2 µM, hits read low. hit rate 0.67% among 290,000; in the data active = activity change below about -30%; note: % is set by controls: 0 for no effect and ±100 for the full control effect
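Coupling enzymes only (glyceraldehyde-3-phosphate) + compound, at 57.5 uM final, 10 min RT; add substrate/coupling/AmpLite Red mix, 20 min RT; fluorescence ex 525/em 598 nm. Actives flag coupling-system interference.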
GALK inhibitor = galactokinase (human) inhibition | hit rate 0.007% among 270,000 | Potency, µM (doses to about 57.5 µM), for the others: top-dose activity change, negative = inhibition, actives largely listed as inhibitors | AID 1868 | Purified GALK, Kinase-Glo residual ATP luminescence | P51570; note: potency is the fitted concentration of half-maximal effect; % is set by controls: 0 for no effect and ±100 for the full control effect
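GALK at 5 nM final was combined with compound, 35 uM ATP and 100 uM galactose in HEPES pH8.0 with MgCl2 and DTT. The reaction ran one hour at room temperature before luminescent ATP detection.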
TRPV1 ag = activates the human vanilloid receptor TRPV1; activation, % at 8.33 µM; hit rate 0.19% among 320,000; Q8NER1; TRPV1-expressing cells, Fluo-8 calcium influx, agonist mode; in the data active = activation above about 80%; inconclusive = between about 30% and that limit; note: 0% is about no effect
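Fluo-8 calcium influx in TRPV1-expressing cells, kinetic read (ex 480/em 520 nm). Compound added and read 3 min for agonist activity, followed by capsaicin at EC20 final and 2 min further read for enhancement.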
hERG WT inh = blocks the wildtype human KCNH2 potassium channel | U2OS, BacMam KCNH2, thallium flux FluxOr; active compounds read low | AID 720551 | activity change, % at 1.84 µM | hit rate 0.37% among 340,000 | Q12809;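 active = maximum activity change below -70%; inconclusive = maximum activity change between -70% and -50%; inactive = maximum activity change above -50%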; note: % is set by controls: 0 for no effect and ±100 for the full control effect
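U2OS cells transduced with wild-type KCNH2 virus are loaded with FluxOr dye for 45 min, and thallium flux is measured in kinetic reads before and after stimulation buffer. Rate constants are normalized to DMSO controls.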
Menin MLL FP TR = displaces Texas Red mutant MLL peptide from human menin. O00255. Menin + Texas Red MLL mutant peptide, fluorescence polarization. Potency, µM (top dose mostly 61.6 µM), without a hit: top-dose FP activity change, negative = inhibition, actives largely listed as inhibitors. hit rate 0.23% among 270,000; active = well fitted inhibition curve with a large enough effect in the polarisation, with a control signal flat, not every such curve was filed as active; inconclusive = small, poorly fitted or top-dose-only effect, or effect the other way, or a change in a side signal; inactive = no such curve, though single readings can be large or run the other way; the % refers to the polarisation; note: potency is the fitted concentration of half-maximal effect; % of control where 0% means no effect; many of its hits are not listed in these tables
PKM2 activator = PKM2 (human) enzyme activation; P14618; purified PKM2, Kinase-Glo ATP luminescence, activation; response scale: 0% is enzyme alone, no compound; Potency, µM (highest dose often 57.5 µM), inactives show at the highest dose activation, usual class: activators; hit rate 0.34% among 260,000; AID 1631; note: potency is the fitted concentration of half-maximal effect; % is set by controls: 0 for no effect and ±100 for the full control effect; nearly all actives have a fitted effect of over 55% in size
Target sequence (P14618 whole entry, looked up): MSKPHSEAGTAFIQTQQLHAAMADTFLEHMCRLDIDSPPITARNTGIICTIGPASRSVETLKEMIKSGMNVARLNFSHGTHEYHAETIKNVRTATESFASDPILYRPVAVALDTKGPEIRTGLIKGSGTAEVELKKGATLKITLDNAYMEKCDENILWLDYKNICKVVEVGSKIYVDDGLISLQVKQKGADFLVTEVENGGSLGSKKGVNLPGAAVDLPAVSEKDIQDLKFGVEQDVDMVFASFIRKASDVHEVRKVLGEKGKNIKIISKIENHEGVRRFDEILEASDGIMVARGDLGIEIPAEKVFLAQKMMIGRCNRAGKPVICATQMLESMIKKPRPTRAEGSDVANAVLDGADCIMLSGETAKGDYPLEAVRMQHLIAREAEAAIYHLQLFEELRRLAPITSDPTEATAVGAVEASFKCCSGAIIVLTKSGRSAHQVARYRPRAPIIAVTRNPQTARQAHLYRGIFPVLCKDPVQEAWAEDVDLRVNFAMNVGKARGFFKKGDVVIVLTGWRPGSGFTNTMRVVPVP
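Purified hPK-M2 (>95% pure) converted ADP (0.1 mM final) to ATP with 0.5 mM PEP in 50 mM imidazole pH7.2, KCl, MgCl2, Tween 20, BSA; 1 h at room temperature. ATP detected by Kinase-Glo luminescence.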
MLL CXXC-DNA inh = blocks binding of human MLL CXXC domain to DNA; MLL-CXXC / FITC-HOXA9 DNA fluorescence polarization; Potency, µM (series often up to 115 µM), without a hit: at the highest dose activity change, negative = inhibition, most hits filed as inhibitors; Q03164; hit rate 0.037% among 290,000; active = well fitted inhibition curve with a large enough effect in the polarisation, with a control signal flat, not every such curve was filed as active; inconclusive = small, poorly fitted or top-dose-only effect, or effect the other way, or a change in a side signal; inactive = no such curve, though single readings can be large or run the other way; the % refers to the polarisation; note: potency is the fitted concentration of half-maximal effect
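Fluorescence polarization: 7 uM MLL-CXXC (stock) preincubated 5 min with compounds, then 50 nM fluorescein-HOX-A9 DNA (stock) added; 30 min ambient. Buffer 50 mM Tris-HCl pH 7.5, 50 mM NaCl, 1 mM DTT, 0.05% BSA.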
* marks the source's active call; other numbers are inactive results; ? = inconclusive; nt = not tested or not shown; & = joins results of further samples; [ ] = remark or other dose. Unless noted, calls come from the whole dose curve; as a rule, active = well fitted curve in the direction sought with a large enough effect; inconclusive = small, poorly fitted or top-dose-only effect, or another doubt; inactive = no such curve, though single readings can be large; an effect the other way counts as inactive or inconclusive.

SMILES | KCNH2 3.1 block | Giardia kill | USP2a block | B2AR arrestin | FBPA coupling cs | GALK inhibitor | TRPV1 ag | hERG WT inh | Menin MLL FP TR | PKM2 activator | MLL CXXC-DNA inh
OCCC1CN(Cc2nc3c(s2)CCCC3)CCN1CCc1ccccc1 (stereo not given) | 14 | -5 | -3% | 0.5% | -2 | 2% | -4 | 34 | ? | -9% | 0%
CC1CC1C(=O)OCC(=O)Nc1cccc(Br)c1 (stereo not given) | 23 | ? | 2% | 0.4% | nt | nt | 10 | -3 | nt | nt | nt
COc1ccc(C(=O)Nc2ccc(Cl)cc2C(=O)NCc2ccco2)cc1 | -10 | 8 | -3% | 0.0% | -2 | -9% | 5 | -5 | -14% | -16% | -5%
CC(C)(C)NC(=O)C1CC(=O)OC12CCOC(C)(C)C2 (stereo not given) | -11 | -10 | 5% | 4.1% | 2 | 3% | 4 | 5 | 0% | 1% | -8%
Cc1cccc(C)c1NC(=O)CN(C)C(=O)c1cccc(-n2cccc2)c1 | -7 | 22 | 3% | 0.1% | nt | nt | 1 | -3 | nt | nt | nt
Cc1ccc(C(NC(N)=O)c2ccccc2C)cc1 (stereo not given) | -4 | -12 | 7% | -0.4% | 0 | 0% | -1 | 7 | -8% | -4% | 8%
CCOC(=O)C1=C(C)Nc2nc(SCC(=O)OC)nn2C1c1cc(F)cc(F)c1 (stereo not given) | -5&0 | 7&1 | 0% | 0.0% | 0 | -4% | 0 | -7&6 | -13% | -4% | 15%
C(=C\c1nc(-c2cccnc2)no1)/c1ccccc1 | 1 | 3 | -7% | -0.1% | -19 | 1% | 9 | 17 | ? | -1% | -1%
COC(=O)c1ccc(Sc2ccccc2NS(=O)(=O)c2ccc(NC(C)=O)cc2)nc1 | 11 | 4 | 0% | -0.2% | -2 | 0% | -3 | -9 | 6% | 6% | 2%
CC1CCN(C(=O)CNC(=O)CNS(=O)(=O)c2ccccc2)CC1 | -4 | -9 | 2% | -0.3% | 3 | 1% | 1 | -4 | 17% | 0% | 8%
CCc1ccc(NC(=O)N2CCN(c3ccc(F)cc3)CC2)cc1 | -4 | -16 | 0% | -2.1% | 6 | -2% | ? | 47 | 4% | -17% | 2%
COc1cccc(NC(=O)CN(C)S(=O)(=O)c2ccc3c(c2)n(C)c(=O)c(=O)n3C)c1 | 13 | 0 | 3% | 0.2% | nt | -3% | 0 | 2 | nt | nt | -1%
COc1cccc(CC(=O)Nc2ncc(C)s2)c1 | 14 | -8 | -6% | 1.4% | 0 | -2% | 27 | 24 | 9% | -2% | -4%
CC(CN1CCCCC1)c1ccccc1 (stereo not given) | -10 | 4 | 1% | 0.3% | 2 | 1% | 0 | -8 | -5% | -2% | 11%
O=C(Nc1ccccc1)N1CCSc2cc(Cl)ccc21 | 1 | -22 | 0% | -0.2% | 1 | 0% | nt | -1 | nt | -3% | 2%
O=C(NC(=O)c1ccccc1)Nc1ccc(Cl)cn1 | -9 | -18 | 1% | -0.3% | 0 | 5% | -13 | 16 | 23% | -12% | 3%
CCCCN(C)C(=O)c1cccc(OC2CCN(CC(C)(C)C)CC2)c1 | 2 | 3 | 1% | 0.4% | 1 | 3% | 16 | -10 | -15% | 5% | -11%
COC(=O)c1ccc(C)c(NC(=S)NCc2ccc(Cl)cc2)c1 | -13 | 3 | 1% | -0.8% | 5 | -3% | ? | 2 | 12% | -1% | -12%
CCCCn1c(N)c(N(Cc2ccccc2OC)C(=O)CCSC)c(=O)[nH]c1=O | 2 | 1 | 6% | 0.0% | nt | 4% | 0 | -3 | nt | -9% | -5%
CCCc1cc(=O)[nH]c(SCCOc2ccc(Cl)cc2)n1 | -6 | -10 | 4% | -0.8% | -15 | -2% | 0 | 0 | 7% | 2% | -1%
Cn1ccnc1C(O)(c1nnc(-c2ccccc2)o1)C(F)(F)F (stereo not given) | -12 | -20 | -6% | -0.3% | 0 | 3% | 5 | -13 | -4% | ? | 2%
Cc1cc(C)n2nc(C(=O)Nc3cccc(S(=O)(=O)N4CCOCC4)c3)nc2n1 | 2 | -21 | 3% | -0.3% | nt | nt | 0 | 2 | nt | nt | nt
N#CCN(CC#N)C(=O)C1c2ccccc2Oc2ccccc21 | 2 | -12 | 4% | 0.1% | 2 | 5% | 0 | ? | -2% | 3% | -19%
CCOc1cc(NC(=O)c2cccs2)c(OCC)cc1NC(=O)c1ccccn1 | -6 | -5 | 1% | 0.1% | 0 | 1% | -1 | 0 | 19% | -10% | -8%
Cc1occc1C(=O)N(Cc1nc(-c2ccccc2)no1)C(C)C | 8 | -8 | 4% | 0.4% | -2 | -1% | 5 | 6 | -4% | nt | -2%
Cc1cccc(-c2cc(N)n(-c3ccccc3)n2)c1 | -11 | -9 | 2% | 0.5% | -1 | 2% | 1 | -8 | 17% | -10% | 3%
C#CCOCCOCCOCCNc1nc(N2CCN(C(=O)[C@H](CCCCN)n3cc(C(N)CO)nn3)CC2)nc(N2CCN(C(=O)[C@H](CCC(=O)O)n3cc(C(N)Cc4ccc(O)cc4)nn3)CC2)n1 (stereo not given in full) | nt | nt | -3% | 0.1% | 3 | 1% | -1 | nt | nt | 3% | -1%
COc1ccc(N/C(=C(/C(Cl)=C(Cl)Cl)[N+](=O)[O-])n2nnc3ccccc32)cc1 | nt | nt | 1% | -0.1% | 4 | 4% | -5 | nt | 3% | -6% | -18%
COc1ccc(CCNC(=O)CN(C)S(=O)(=O)c2ccc(OC)cc2)cc1 | 8 | -8 | 0% | 0.2% | -1 | 4% | -3 | 11 | -19% | -7% | 6%
COc1ccccc1C(=O)NC(C)c1cccc2ccccc12 (stereo not given) | -8 | 1 | 0% | -0.3% | -4 | 0% | 9 | -5 | -20% | nt | 15%
Cc1ccccc1OCCC(=O)OCC(=O)NC1CC1 | 12 | -16 | -2% | -0.7% | nt | nt | -3 | -19 | nt | nt | nt
Cc1cc([N+](=O)[O-])ccc1NC(=O)c1csc(C)c1C | 13 | 0 | 0% | -1.0% | 3 | 8% | 8 | -21 | 0% | -7% | -4%
Cc1cc(C)cc(NC(=O)COC(=O)CC2CCCC2)c1 | 27 | 18 | -3% | -0.2% | nt | nt | 23 | -2 | nt | nt | nt
COc1ccc2[nH]c3c(=O)n(/N=C/c4ccc(OC)c(CN5CCCC5)c4)c(C)nc3c2c1 | 13 | -26 | -1% | -0.4% | -14 | -5% | nt | -4 | nt | 10% | 41%[activator]
CCN(CC)CCn1c(SCC(=O)Nc2ccc3c(c2)CCC3)nc2ccccc2c1=O | -87* | 18 | 4% | 2.9% | nt | nt | 3 | -9 | nt | nt | nt
CCOCc1[nH]c(=S)[nH]c(=O)c1Cc1ccc(OCC)cc1 | -15 | 5 | 0% | -0.8% | 0 | 0% | -3 | -12 | 2% | 3% | 4%
Cc1ccc(C)c(NC(=S)Nc2cccnc2)c1 | 2 | 1 | -2% | 0.0% | 2 | 7% | 0 | 0 | 9% | -2% | -19%
O=C(NCc1cccs1)C1CC1 | -2 | -13 | 1% | -0.1% | 2 | 4% | 0 | -3 | 0% | -2% | 42%[activator]
Cc1ccc(NNC(=O)c2c(C)noc2C)cc1Cl | 18 | -28 | -2% | -0.7% | 0 | nt | -4 | -3 | nt | -8% | 13%
Cc1cccc(OC(=O)C2C(c3ccccc3)C(C(=O)O)C2c2ccccc2)c1 (stereo not given) | 11 | -14 | 2% | 5.7% | 16 | -1% | 0 | 4 | ? | 0% | -10%
Cc1ccc(S(=O)(=O)NCC(=O)OC(C)C(=O)NC(=O)NC2CCCCC2)cc1C (stereo not given) | -16 | -11 | -4% | -3.0% | nt | nt | -3 | 12 | nt | nt | nt
COc1ccc(NC(=O)CSc2nnc(-c3cccnc3)o2)cc1 | 2 | -5 | 5% | 5.4% | -12 | 1% | 2 | -1 | -4% | 16% | 3%
COc1ccc(CCNC(=O)COc2cccc3c2OC(C)(C)C3)cc1OC | -4 | -2 | -1% | -1.9% | nt | nt | 1 | 4 | nt | nt | nt
CCOC(=O)NC(c1ccc(C(C)C)cc1)C(Cl)(Cl)Cl (stereo not given) | 9 | -29 | 2% | -0.4% | 1 | 1% | 22 | 3 | 2% | -2% | 8%
CCCCCCC1/C(=N\NC(=O)c2ccccc2)CCC1C(=O)OC (stereo not given) | 7 | 9 | 0% | -0.6% | 1 | 4% | ? | -3 | ? | nt | -2%
NCCNc1cc(N2CCCC2)ccc1[N+](=O)[O-] | nt | 6 | 9% | 0.4% | 0 | 1% | 0 | -13 | 0% | 3% | 13%
Cc1ccc(NC(=O)Cc2nnc(SCC(=O)NC3CCCC3)n2C)cc1C | -5 | -15 | 3% | -0.4% | 3 | -2% | -3 | 6 | nt | nt | 4%

These rows are one share of the data; rates above refer to the full screens.
